Assay outcomes (PubChem)
CendR NRP1 mod – NRP-1/CendR interaction modulation. O14786. FAM-RPARPAR peptide binding to NRP-1, fluorescence polarization. inhibition, % at 25 µM. hit rate 0.85% among 360,000;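 active means inhibition or corrected inhibition above about 18%, plus a signal ratio from 0.5 to 1.5, limit read from the data, passing the limit was not always enough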; further: strong numbers were not always called active
STEP block – inhibitors of human striatal-enriched phosphatase STEP | P54829 | recombinant STEP, OMFP fluorogenic substrate, fluorescence | inhibition, % at 20 µM | hit rate 0.25% among 360,000;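 active means inhibition at 20 µM, scaled per plate between control wells, above about 37%, limit read from the data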;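 further: 0% = DMSO with enzyme and substrate and 100% = substrate only without enzyme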
Target sequence (P54829 whole entry, looked up): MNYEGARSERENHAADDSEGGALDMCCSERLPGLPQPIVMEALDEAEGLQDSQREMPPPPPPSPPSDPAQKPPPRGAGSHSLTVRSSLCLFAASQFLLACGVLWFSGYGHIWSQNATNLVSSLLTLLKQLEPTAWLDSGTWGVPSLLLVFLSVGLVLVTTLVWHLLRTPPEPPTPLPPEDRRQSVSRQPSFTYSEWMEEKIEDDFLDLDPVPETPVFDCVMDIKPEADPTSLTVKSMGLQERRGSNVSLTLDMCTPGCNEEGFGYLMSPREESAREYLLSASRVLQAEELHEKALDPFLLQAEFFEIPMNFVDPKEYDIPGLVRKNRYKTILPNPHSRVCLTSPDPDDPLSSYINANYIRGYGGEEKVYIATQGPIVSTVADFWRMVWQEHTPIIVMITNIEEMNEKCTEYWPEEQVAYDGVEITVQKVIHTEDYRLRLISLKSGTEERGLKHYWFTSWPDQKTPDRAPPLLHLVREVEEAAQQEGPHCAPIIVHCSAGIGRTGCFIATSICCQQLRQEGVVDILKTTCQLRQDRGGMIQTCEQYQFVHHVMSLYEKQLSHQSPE
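material = STEP tyrosine phosphatase | reagent = fluorogenic phosphatase substrate OMFP at 25 µM final | doses = single compound dose of 20 µM, 1% DMSO final | schedule = 20 min reaction, room temperature, in the dark | measured by = fluorescence, 480/540 nm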
SKN-1 inh – inhibitors of C. elegans SKN-1; C. elegans VP596 Pgst-4::GFP/RFP ratio, acrylamide-induced, 24 h; inhibition, % at 21.8 µM; hit rate 0.49% among 360,000;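 active means interference check ratio from 0.5 to 1.5 plus GFP to RFP signal ratio inhibition reaching or exceeding a fixed threshold, cut at about 30% in these data, passing the limit was not always enough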; further: some compounds called inactive have numbers as strong as hits
MT1-MMP act inh – inhibitors of human MT1-MMP activation | P50281 | HT1080 RFP-PRO-GFP cells, GFP/RFP ratio fluorescence, overnight; percent of plate control window, DMSO zero | GFP/RFP ratio change, % at 20 µM | hit rate 0.061% among 360,000;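 active means GFP/RFP ratio change of at least 30% with cell ATP level not reduced by more than half and red fluorescence within 50% of control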; further: strong numbers were not always called active
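Test system: HT1080 RFP-PRO-GFP cells; Benchmarks: DMSO and RFP-L50D-GFP cell wells; Timing: cells overnight before dosing, compound overnight, 37 °C, 5% CO2; Compound: one 20 µM compound dose with 1% DMSO; Read-out: GFP/RFP fluorescence ratio.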
LMPTP block – LMPTP (human) inhibition; recombinant LMPTP-A, OMFP fluorogenic substrate, fluorescence intensity; inhibition, % at 20 µM; hit rate 0.22% among 360,000; AID 651560;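 active means compounds that cut the enzyme signal by at least half of the control window in the single-dose screen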;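 further: plate controls were DMSO wells with enzyme plus substrate for no effect and substrate without enzyme for full effect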
Target sequence (P24666 whole entry, looked up): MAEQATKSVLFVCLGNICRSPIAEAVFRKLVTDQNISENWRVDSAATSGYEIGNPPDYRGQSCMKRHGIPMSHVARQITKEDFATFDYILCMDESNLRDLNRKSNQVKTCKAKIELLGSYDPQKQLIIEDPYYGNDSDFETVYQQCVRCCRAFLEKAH
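Assay system: LMPTP-A phosphatase enzyme | Input: 0.625 nM enzyme | Also added: Fluorogenic phosphatase substrate OMFP at 400 µM final | Compound dosing: One test concentration per compound, 20 µM, with 3% DMSO overall | Schedule: 50 min enzyme reaction at room temperature, protected from light | Signal: Fluorescence intensity | Benchmarks: no-enzyme and uninhibited controls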
DNMT1 inh – blocks human DNA methyltransferase DNMT1; P26358; DNMT1 molecular beacon, Hinp1I cleavage, fluorescence; inhibition (reported as % activation of signal), % at 10 µM; hit rate 0.83% among 360,000; in the data active means inhibition above about 50%
Rpn11 block – inhibitors of human proteasome Rpn11 | AID 588493 | human 26S proteasome, Ub4-pepOG fluorescence polarization; 20S core pre-blocked with epoxomicin | hit rate 0.59% among 360,000 | calls only at 20 µM | O00487;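 active means inhibition at 20 µM, scaled to each plate's controls, above about 33%, limit read from the data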
SUMO1-SIM PPI – modulators of human SUMO1-mediated protein-protein interactions; P63165; SUMO1 binding to a labelled peptide, TR-FRET, 1 h; inhibition, % at 20 µM; hit rate 0.33% among 360,000; in the data active means inhibition above about 37%
Target sequence (P63165 whole entry, looked up): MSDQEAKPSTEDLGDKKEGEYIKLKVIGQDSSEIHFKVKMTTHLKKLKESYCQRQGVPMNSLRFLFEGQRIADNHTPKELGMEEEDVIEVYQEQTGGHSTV
NadD block – NadD (S. aureus) enzyme inhibition; purified NadD enzyme, colorimetric absorbance read-out; inhibition, % at 20 µM; hit rate 0.78% among 360,000; AID 602399; in the data active means inhibition above about 26%; further: some compounds past the cut are filed as inactive
Scp-1 inhibitor – inhibitors of human Scp-1 phosphatase | Recombinant Scp1, phosphopeptide, malachite green phosphate absorbance | Q9GZU7 | hit rate 0.88% among 340,000 | inhibition, % at 20 µM;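 active means inhibition above about 50% at 20 µM, limit read from the data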;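 further: plate controls were DMSO wells with enzyme for no effect and wells lacking enzyme for full effect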
Target sequence (Q9GZU7 76-261 limits assumed): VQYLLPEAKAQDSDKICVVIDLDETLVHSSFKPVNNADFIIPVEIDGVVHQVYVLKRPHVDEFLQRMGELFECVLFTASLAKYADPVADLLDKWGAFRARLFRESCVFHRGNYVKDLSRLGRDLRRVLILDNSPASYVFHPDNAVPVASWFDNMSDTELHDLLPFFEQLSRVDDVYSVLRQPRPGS
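assay system = SCP-1 phosphatase catalytic domain, residues 76-261 | buffer or medium = 50 mM Tris acetate pH 5.5, 0.005% Tween-20, 10 mM MgCl2 | incubation = enzyme reaction 45 min at room temperature, colour 5 min, stabilisation 30 min | signal = Phosphate-binding colour reagent, absorbance read at 630 nm | measure = % inhibition at 20 µM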
The depositor's hits bear a star; i = inactive; x = not tested or not shown.

SMILES	CendR NRP1 mod	STEP block	SKN-1 inh	MT1-MMP act inh	LMPTP block	DNMT1 inh	Rpn11 block	SUMO1-SIM PPI	NadD block	Scp-1 inhibitor
CC(C)CC(OC(=O)CC1Sc2ccccc2NC1=O)C(=O)NC1CCCC1 (stereo not given)	-6.1	1.2	2.0	0.0	-0.5	1.6	i	3.5	-6.3	-7.2
COCCCNC(CC(=O)Nc1ccc(OC)cc1OC)C(=O)O (stereo not given)	6.4	0.6	-0.4	-1.8	0.6	4.1	i	-0.8	2.0	-6.5
Cc1nn(-c2ccccc2)c(C)c1S(=O)(=O)O	14.0	2.2	12.2	-0.8	-0.5	9.2	i	-0.7	5.2	9.5
CC1CCCC(NC(=O)c2cc(S(=O)(=O)N3CCOCC3)ccc2F)C1C (stereo not given)	4.3	-2.2	-8.0	3.9	0.4	0.3	i	6.7	-4.3	8.0
Cc1cccc(NC(=O)CN2C(=O)COc3ccc(Cl)cc32)c1C	-7.8	-1.9	-6.3	4.1	0.7	-1.1	i	4.5	-3.8	-8.0
Cc1ccc(NC(=O)C2CCN(S(=O)(=O)c3cccs3)CC2)cc1C	-33.4	-4.0	-7.2	-0.1	2.2	4.3	i	0.6	-6.9	-6.0
Cc1cc(=O)[nH]c2c(C)cc(S(=O)(=O)N3CCOCC3)cc12	6.7	-1.6	-0.3	-2.6	0.9	2.8	i	3.2	4.3	-5.0
CCOc1ccc(S(=O)(=O)N2CCC(C(=O)Nc3cccc(NC(C)=O)c3)CC2)cc1	-5.9	-2.7	-11.2	-3.7	0.0	2.1	i	6.4	-5.9	1.6
CCC(CO)NCc1ccc(OC2CCCC2)cc1 (stereo not given)	4.6	0.8	7.0	-5.0	-0.6	-4.0	i	-3.5	-1.8	-10.8
C=CCn1c(O)c(N=NC(=S)Nc2ccc(OC)c(Cl)c2)c2ccccc21	-6.5	1.2	12.1	6.1	2.5	-10.0	i	-7.5	19.8	-27.1
O=C(COC(=O)c1ccccc1C(=O)OCC(=O)NCCc1c[nH]c2ccccc12)NCCc1c[nH]c2ccccc12	6.0	1.8	-8.3	-0.9	2.4	-25.1	i	6.6	-5.5	-10.7
CCOc1ccc(C(NC(=O)/C=C/c2ccco2)c2ccc(OC)c(OC)c2)cc1 (stereo not given)	-4.3	0.8	7.1	1.2	0.4	-4.8	i	-6.0	6.6	-6.8
COc1ccc(C)cc1S(=O)(=O)Nc1cccnc1	0.2	-0.5	-15.1	-0.9	-0.5	2.6	i	-0.8	8.4	-9.7
CCOC(=O)CSc1nc(C2CC2)cc(-c2ccc(Cl)cc2)c1C#N	9.5	3.0	-5.6	-0.5	5.1	-4.7	i	0.2	3.4	-11.2
O=C(c1ccsc1)N1CCCC(N2CCN(c3ccccc3F)CC2)C1 (stereo not given)	19.8	-3.1	-18.4	2.1	1.1	-0.5	i	0.8	-8.2	-6.0
O=C(O)c1ccc(-n2c(/C=C/c3cccc([N+](=O)[O-])c3)nc3ccccc3c2=O)cc1	0.7	0.3	9.3	3.4	-0.5	-0.1	i	-24.5	7.1	8.3
Cc1cccc(C)c1-n1nnnc1C1(C)CCC(=O)N1Cc1ccco1 (stereo not given)	-2.6	x	7.9	2.4	-1.9	x	x	2.1	0.3	x
O=C(Cc1ccccn1)c1ccc(Cl)cc1	-7.1	-2.4	24.3	-4.5	-0.2	-8.1	i	-1.5	-1.0	-4.4
Cc1ccc(CNC(=O)C2CCCCC2C(=O)O)cc1 (stereo not given)	1.5	-23.8	5.7	-2.6	-1.2	11.4	i	-1.1	0.3	-6.6
CCc1ccc(S(=O)(=O)/N=C2/C=C(Sc3ncn[nH]3)C(=O)c3ccccc32)cc1	10.4	18.2	7.5	-65.7	9.0	73.0*	i	94.4*	70.6*	5.3

Random excerpt: four compounds from above
SMILES	CendR NRP1 mod	STEP block	SKN-1 inh	MT1-MMP act inh	LMPTP block	DNMT1 inh	Rpn11 block	SUMO1-SIM PPI	NadD block	Scp-1 inhibitor
Cc1cc(=O)[nH]c2c(C)cc(S(=O)(=O)N3CCOCC3)cc12	6.7	-1.6	-0.3	-2.6	0.9	2.8	i	3.2	4.3	-5.0
CCOC(=O)CSc1nc(C2CC2)cc(-c2ccc(Cl)cc2)c1C#N	9.5	3.0	-5.6	-0.5	5.1	-4.7	i	0.2	3.4	-11.2
O=C(Cc1ccccn1)c1ccc(Cl)cc1	-7.1	-2.4	24.3	-4.5	-0.2	-8.1	i	-1.5	-1.0	-4.4
Cc1ccc(CNC(=O)C2CCCCC2C(=O)O)cc1 (stereo not given)	1.5	-23.8	5.7	-2.6	-1.2	11.4	i	-1.1	0.3	-6.6

(cont.)
SMILES	CendR NRP1 mod	STEP block	SKN-1 inh	MT1-MMP act inh	LMPTP block	DNMT1 inh	Rpn11 block	SUMO1-SIM PPI	NadD block	Scp-1 inhibitor
COc1cc(OC)c(OC)cc1/C=C1\CCC(C2CCCC2)C1=O (stereo not given)	8.1	2.7	7.2	1.8	4.4	31.1	i	-6.6	-9.6	-5.6
CCN(CC(=O)Nc1ccc(S(=O)(=O)N2CCCCC2)cc1)Cc1ccccc1	1.8	-2.3	2.4	1.7	-5.0	-3.3	i	-0.4	-3.3	4.4
O=C(c1ccc(CS(=O)(=O)c2ccc(Br)cc2)o1)N1CCN(C2CCCCC2)CC1	-6.7	1.3	0.4	-0.9	-0.9	0.1	i	-0.1	-0.1	x
Cc1ncn2cc(-c3ccc(Cl)cc3Cl)[nH]c(=O)c12	-10.8	-0.7	-3.0	-10.8	-0.7	-3.6	i	3.2	3.7	-6.6
O=C(CSCc1cccc(Br)c1)N/N=C/c1ccc2c(c1)OCO2	9.8	3.4	-2.4	2.8	1.3	-6.5	i	-1.0	-3.9	2.8
COC(OC)c1ccnc(-c2ccc(OC(=O)c3ccccc3)cc2)n1	17.8	0.5	8.8	1.2	-0.1	-1.1	i	0.8	-7.0	-8.6
COc1ccc(-n2c(NCCN(C)C)nc3sc4c(c3c2=O)CCCCC4)cc1	-15.4	0.0	10.2	4.0	-1.2	-1.1	i	0.3	-10.4	-6.1
CCc1ccc([C@H]2[C@@H]3C(=O)C[C@@H]4C(=O)N(Cc5ccccc5)C(=O)[C@@H]4[C@@H]3CN2S(=O)(=O)c2ccc(C)cc2)cc1	20.7	1.7	1.7	-0.8	0.9	-11.0	i	1.1	-1.3	x
Cc1ccc(S(=O)(=O)N2CCN(C(=O)CN3CCCC3)C2)cc1	3.8	0.8	4.2	1.3	-0.7	-1.8	i	-2.3	0.8	-1.6
O=C(O)C1Cc2ccccc2CN1S(=O)(=O)c1ccccc1 (stereo not given)	-3.7	-0.4	-11.8	-3.4	0.9	-1.5	i	-1.5	-1.8	14.2
CNC(=S)NN(C)c1nc(C)cc(C)n1	-1.4	-4.5	1.1	2.2	-1.2	1.6	i	-1.1	-4.2	-3.9
COc1ccc(CCC(C)Nc2cccc(F)c2)cc1 (stereo not given)	5.4	-1.1	8.3	-0.3	2.8	1.4	i	-0.9	2.5	-4.3
Cc1cc(N/C(=N/S(=O)(=O)c2ccc(F)cc2)c2ccccc2)n(-c2ccccc2)n1	10.5	0.6	3.6	-6.6	2.0	-0.9	i	14.6	1.3	-10.7
O=C(O)c1cc(-c2ccccc2Cl)n[nH]1	10.2	-2.5	-16.7	3.6	-0.3	6.8	i	-0.5	-2.2	-11.3
Nc1nc(NC(=O)c2ccc(Cl)cc2)nn1-c1ccccc1	-2.9	-1.6	5.8	-0.4	-0.3	1.8	i	2.7	3.3	-4.1
Cn1cc(C(=O)N/N=C/c2c(O)ccc3ccccc23)ccc1=O	-21.9	-0.5	-2.5	-8.2	0.3	0.2	i	0.3	7.2	33.1
COc1cc(CC(=O)OCC(=O)NC2CCCCC2C)cc(OC)c1OC (stereo not given)	6.2	0.0	-8.0	-0.3	-0.4	3.8	i	-1.3	-4.3	-4.9
COc1ccccc1CN1[C@@H](CC(=O)O)c2cc(F)ccc2S1(=O)=O	-14.9	-2.7	-9.6	-0.2	0.2	3.1	i	4.8	-14.3	2.9
Cc1ccc(CNS(=O)(=O)c2c(C)[nH]c(=O)[nH]c2=O)cc1	1.4	0.4	17.7	1.3	-1.3	0.9	i	4.0	-1.5	-4.0
O=C(CSc1nc2ccccc2c(=O)[nH]1)N1CCN(S(=O)(=O)c2ccccc2)CC1	-2.6	0.3	12.4	7.2	-0.1	3.4	i	5.3	8.7	-2.2
OC1(c2ccc3ccccc3c2)CCN(Cc2ccccc2)C1 (stereo not given)	3.6	-2.7	-4.5	11.0	0.4	-1.7	i	-2.6	-0.5	-2.0
CCC(C)(C)n1nnnc1C(c1ccc(C)cc1)N(Cc1ccco1)Cc1cccs1 (stereo not given)	5.7	5.0	2.7	-20.9	3.3	0.0	i	-0.9	0.0	106.6*
C=C(C)c1cccc(C(C)(C)NC(=O)N2CCOCC2)c1	4.6	-0.4	9.0	5.6	-0.5	-3.9	i	2.0	0.3	2.7
O=C(NCCN1CCCC1)c1ccc2c(c1)N(Cc1ccc(F)cc1)C(=O)c1ccccc1S2=O (stereo not given)	6.8	-1.6	-7.9	-5.6	0.6	-0.6	i	-5.4	1.5	2.4
Cc1ccc(NC(=O)COC(=O)C2CC(=O)N(Cc3ccccc3)C2)cc1F (stereo not given)	3.7	-1.3	6.7	0.2	-0.9	1.1	i	1.2	-6.2	-4.1
COc1ccc2nc(NC(=O)C3CCCN(S(=O)(=O)c4cccc5nonc45)C3)sc2c1 (stereo not given)	-12.8	3.3	-6.1	-11.7	3.0	-9.7	i	-9.2	12.4	-4.1
O=C(c1ccc2c(c1)OCCO2)C1CCN(S(=O)(=O)c2ccc(F)cc2)CC1	3.3	0.2	3.6	-3.3	2.0	-3.5	i	0.0	-6.2	-13.3
Cc1ccc(C(=O)NC(=S)NCc2cccnc2)cc1C	1.9	3.7	-0.1	x	-0.9	14.5	i	9.1	3.9	1.7
Nc1cccc2c(=O)c3ccccc3[nH]c12	-0.9	6.2	15.4	4.1	22.6	16.8	i	8.7	28.8*	-5.3
CCOc1cc(/C=N/NC(=O)c2ccc(CN3CCOCC3)cc2)ccc1OCc1ccccc1	-0.8	1.4	8.3	-3.7	2.0	-3.4	i	-2.1	-18.5	-9.3
CCn1c(CNC(=O)c2ccccc2OC)nnc1SCC(=O)c1ccc(F)cc1	9.9	-0.1	-4.5	-5.0	-0.8	1.5	i	0.6	1.7	-2.3
N#C/C(=C\c1ccc[nH]1)C(=O)c1ccccc1	-7.5	-4.0	7.7	-3.6	-1.1	-0.2	i	-30.4	-10.9	-1.8
CC1(C)Cc2c(sc(NC(=O)c3ccc4c(c3)OCCO4)c2C(N)=O)C(C)(C)N1	-4.9	2.0	15.9	-4.3	0.4	-0.7	i	1.2	-5.5	-6.9
